# High-throughput results deposited in PubChem by several laboratories.
# MEKK3 PB1 HTS = modulators (inhibitors or enhancers) of MEK5 binding to human MEKK3 PB1 domain. Q99759. bead-based flow cytometry, Alexa488-MEK5 binding to MEKK3; actives lie on both sides; 0 = blocked by unlabeled MEK5, 100 = vehicle. binding response (% of control), % at 10 µM. actives 1.4% (n = 290,000). AID 1529;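 active means binding response more than 3 SD above or below the average of its plate-row segment, actives on both sides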;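 further: Alexa488 bead fluorescence after subtracting the streptavidin-only scavenger bead signal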
# UBC9 SUMO inh = blocks human SUMOylation mediated by UBC9; P63279; HTRF SUMOylation assay, SAE1/SAE2 + UBC9, in vitro; inhibition, % at 35 µM; actives 0.36% (n = 290,000); AID 2006; in the data active means inhibition above about 50%, passing the limit was not always enough; further: strong numbers were not always called active
# MEKK2mut PB1 HTS = signal of MEK5 binding to mutant human MEKK2 PB1 domain; actives 0.35% (n = 290,000); bead flow cytometry, Alexa488-MEK5 binding to MEKK2 mutant; percent response, % at 10 µM; in the data active means percent response above about 24%, passing the limit was not always enough; further: inactives centre near 1; some results filed as inactive read as strong as hits; reference of the scale not given here
# NALP1 inh = inhibitors of NALP1 inflammasome in yeast; S. cerevisiae NALP1/ASC/caspase-1 growth, X-gal OD620, 72 h; inhibition, % at 10 µM; actives 0.61% (n = 280,000); AID 2071; in the data active means inhibition mostly above about 24%, no sharp cut-off; inactive means mostly below about 32%; further: some compounds called inactive have numbers as strong as hits
# pCIP destab = compounds decreasing mouse p/CIP protein stability; actives 0.01% (n = 290,000); F442A p/CIP-EGFP cells, EGFP fluorescence, 16 h; AID 1984; decrease of EGFP signal, % at 10 µM; Q05BA5;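 active means EGFP signal decrease of at least 30% at 10 µM or well 3 SD below plate mean, unless failing retest; inactive means the rest, including hits failing retest or dose response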; further: some compounds called inactive have numbers as strong as hits; many of its hits are not listed in these tables
# IDE act = boosts human insulin-degrading enzyme activity in HEK cells; actives 0.073% (n = 340,000); activation, % at 5.96 µM; P14735; FAbeta-B cleavage, fluorescence polarization; 0% vehicle, 100% cell-free pure enzyme wells;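 active means activation above the mean of all tested compounds plus 3 SD, set per screening campaign, cut at about 17% in these data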
# Target sequence (P14735 whole entry, looked up): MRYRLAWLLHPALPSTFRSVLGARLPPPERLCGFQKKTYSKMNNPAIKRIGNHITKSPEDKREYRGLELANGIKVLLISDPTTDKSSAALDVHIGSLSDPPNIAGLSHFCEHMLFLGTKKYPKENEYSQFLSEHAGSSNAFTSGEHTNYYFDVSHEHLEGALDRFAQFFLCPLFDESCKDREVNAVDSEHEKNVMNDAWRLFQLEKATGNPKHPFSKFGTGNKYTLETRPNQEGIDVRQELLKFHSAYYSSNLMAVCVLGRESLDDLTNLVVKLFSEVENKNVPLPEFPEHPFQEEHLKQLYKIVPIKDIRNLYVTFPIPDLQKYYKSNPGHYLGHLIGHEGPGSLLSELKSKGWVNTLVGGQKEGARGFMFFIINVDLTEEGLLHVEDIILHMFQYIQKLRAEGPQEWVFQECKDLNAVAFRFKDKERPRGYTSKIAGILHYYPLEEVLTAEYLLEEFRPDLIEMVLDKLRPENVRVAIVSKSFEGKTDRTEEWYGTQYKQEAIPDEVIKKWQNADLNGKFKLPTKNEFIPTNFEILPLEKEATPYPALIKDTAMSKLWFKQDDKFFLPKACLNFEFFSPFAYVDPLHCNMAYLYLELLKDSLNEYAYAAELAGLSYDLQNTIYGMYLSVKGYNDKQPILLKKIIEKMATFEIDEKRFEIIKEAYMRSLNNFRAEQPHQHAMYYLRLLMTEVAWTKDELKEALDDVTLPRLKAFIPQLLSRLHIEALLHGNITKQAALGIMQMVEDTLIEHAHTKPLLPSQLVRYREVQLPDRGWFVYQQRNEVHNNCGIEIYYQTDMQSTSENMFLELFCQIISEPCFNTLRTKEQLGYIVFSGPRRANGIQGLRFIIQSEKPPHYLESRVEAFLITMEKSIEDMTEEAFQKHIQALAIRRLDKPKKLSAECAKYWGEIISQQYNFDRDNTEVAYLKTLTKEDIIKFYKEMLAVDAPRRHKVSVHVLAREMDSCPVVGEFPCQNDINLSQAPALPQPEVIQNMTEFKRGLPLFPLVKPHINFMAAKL
# PfM18AAP inh = PfM18AAP enzyme inhibition | inhibition, % at 7.35 µM | actives 1.2% (n = 290,000) | recombinant PfM18AAP, H-Glu-NHMec fluorogenic cleavage;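 active means inhibition above the campaign mean inhibition over all tested compounds plus 3 SD, cut at about 28% in these data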;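 further: 0% = plate median of test compound wells and 100% = 2 mM ZnCl2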
# IDE cell inh = inhibits human insulin-degrading enzyme in HEK cells; inhibition, % at 5.59 µM; FAbetaB cleavage, fluorescence polarization; actives 0.41% (n = 320,000);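 active means percent inhibition above the average of all tested compounds plus 3 SD, set per screening campaign, cut at about 16% in these data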;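 further: IDE supplied by intact live HEK cells; FP after avidin binding of uncleaved biotin substrate so inhibition keeps polarization high; 0% = DMSO wells and 100% = 60 µM reference IDE inhibitor Ii1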
# MEKK2wt PB1 HTS = raises or lowers MEK5 binding to wildtype human MEKK2 PB1 domain. AID 1531. binding response (% of control), % at 10 µM. bead flow cytometry, Alexa488-MEK5 binding to MEKK2 WT; actives lie on both sides. actives 1.1% (n = 290,000); in the data active means binding response below about 67% or above about 130%
# Starred values were filed as active, the others as inactive; . = not tested or not shown; & = joins results of further samples. An excerpt; rates above refer to the full screens.
SMILES,MEKK3 PB1 HTS,UBC9 SUMO inh,MEKK2mut PB1 HTS,NALP1 inh,pCIP destab,IDE act,PfM18AAP inh,IDE cell inh,MEKK2wt PB1 HTS
COc1cc(OC)cc(C(=O)/C=C2\Sc3ccccc3N2C)c1,89,0,-17,2,0,-3,47*,-6,75
Clc1ccccc1Sc1ccc(-c2ccccn2)s1,102,-2,-4,4,-14,.,-12,3,102
Cc1nn(-c2ccccc2)c(Cl)c1/C=N/NC(=O)CCNc1n[nH]c(=O)[nH]c1=O,105,19,9,-14,-1,.,2,1,106
CC(=O)Nc1sc(C)c(C)c1C(=O)OCCOc1ccccc1,99,-4,-4,16,-6,1,-6,4,92
O=C(O)CCN1C(=O)c2ccc(NC(=O)CSCc3ccccc3)cc2C1=O,106,-1,-1,22,8,0,-6,4,104
C/C(=N\NC(N)=O)c1ccc(Cl)s1,104,19,-4,7,-3,0,-2,-2,101
Cc1cccc(OCc2nnc(SCC(=O)N3CCCCC3)o2)c1,102,1,-1,13,-7,4,-6,-4,99
O=S(=O)(NCCc1ccccc1)c1cccc(S(=O)(=O)N2CCOCC2)c1,101,15,1,5,-11,7,-2,4,100
Cc1ccc(C)c(S(=O)(=O)NCc2ccc(C(=O)N3CC(C)OC(C)C3)cc2)c1 (stereo not drawn),107,-5,3,5,1,3,6,0,100
CCCC(=O)N(c1ccccc1)C1C=CS(=O)(=O)C1 (stereo not drawn),98,-11,-3,3,-7,-2,-15,-2,92
C[C@@H]1CCC(=O)N(CC[C@H](Sc2ccccc2)c2ccccc2)CC1,103,-6,1,-11,-5,4,-16,4,94
CC(=O)CSc1nnc(-c2ccc(S(=O)(=O)N3CCC(C)CC3)cc2)o1,100,.,-3,.,.,0,-5,4,103
CCOC(=O)C1CCCN(C(=O)c2cc(Cl)ccc2Cl)C1 (stereo not drawn),94,-34,-1,7,-6,-5,-6,0,94
COc1ccc(Cl)cc1S(=O)(=O)N1CCCC1=O,104,29,1,-17,-3,5,1,1,103
COc1ccc(NC(=O)Cc2nnc(SCC(=O)NC3CCCCC3)n2C)cc1,103,19,0,-1,-8,-1,-6,0,98
COC(=O)CN1C(=S)N(Cc2ccccc2)C(=O)C1CC(=O)Nc1ccc(Br)cc1 (stereo not drawn),107,-21,4,2,10,2,13,-2,103
COc1ccc(N(C(=O)Cn2nnc(-c3ccc(Cl)cc3)n2)C(C(=O)NCC2CCCO2)c2ccc(C)cc2)cc1 (stereo not drawn),94,-7,-9,37,-4,2,-4,3,90
O=C1CCCN1CCC1CCN(C2CC(=O)N(Cc3ccc(N4CCCC4=O)cc3)C2=O)CC1 (stereo not drawn),82,4,-12,-12,-4,2,-68,0,83
N#CC1=C(N)Oc2n[nH]c(-c3cccs3)c2C1c1cccs1 (stereo not drawn),105,84,3,2,-10,1,7,2,99
CC(C)(C)c1ccc(S(=O)(=O)N2CC(C(=O)O)Oc3ccc(Cl)cc32)cc1 (stereo not drawn),104,3,4,0,-2,2,5,2,105
CCOC(=O)C1=C(C)N(CCCC(=O)O)C(=O)NC1c1ccc(OC)cc1 (stereo not drawn),97,-23,2,20,2,-2,7,-4,98
CC(C)Oc1ccc(C2CC(=O)N(c3ccc(N(C)C)cc3)C2=O)cc1 (stereo not drawn),94,-15,2,0,7,-3,0,2,101
CC1CN(C(=S)NC(=O)c2ccc(Cl)cc2)CC(C)O1 (stereo not drawn),103,4,7,6,1,4,-11,-4,107
Cn1cnc2c(cnn2-c2ccccc2)c1=O,102,13,-1,24,-10,1,-17,-1,103
CC1(C)CCC(=O)N(c2ccccc2)C1=O,104,-5,-1,24,3,-1,0,6,92
S=C(Nc1ccc(OCc2ccccc2)cc1)Nc1cccc(Cl)c1Cl,98,26,5,9,-13,7,-4,-2,97
CC(C)(C)NS(=O)(=O)c1ccc(CCC(=O)N2CCCC2)cc1,109,0,-1,10,3,3,-7,-1,107
C=CCn1c(SCCOc2ccc(OC)cc2)nnc1C(NC(=O)c1ccc(OC)cc1)C(C)C (stereo not drawn),103,-3,3,-12,-7,3,-4,0,100
Cn1c(SCC(=O)Nc2ccccc2F)nc2c(c1=O)SCC2,101,6,8,2,-28,-2,17,7,106
COc1ccccc1NC(=O)/C=C/c1ccc2c(c1)OCO2,95,18,-16,6,4,3,3,-5,89

# Limited to pCIP destab and NALP1 inh, for two of the compounds above:
SMILES | pCIP destab | NALP1 inh
S=C(Nc1ccc(OCc2ccccc2)cc1)Nc1cccc(Cl)c1Cl | -13 | 9
Cn1cnc2c(cnn2-c2ccccc2)c1=O | -10 | 24

# (listing goes on)
SMILES,MEKK3 PB1 HTS,UBC9 SUMO inh,MEKK2mut PB1 HTS,NALP1 inh,pCIP destab,IDE act,PfM18AAP inh,IDE cell inh,MEKK2wt PB1 HTS
COc1cccc(OC)c1OCCN1CCCC1,104,-1,5,10,2,-4,0,-3,106
Nc1nc(N)c2ncc(C(=O)CCc3ccccc3)nc2n1,99,-2,-2,5,-25,-2,0,10,95
Cc1ccc(NC(=O)CCn2nnc3ccccc32)cc1,100,22,-2,6,2,6,-17,6,99
Cc1cc(C)c(NC(=O)CSc2nc(COc3ccccc3)nc3ccccc23)c(C)c1,87,-3,-7,12,-14,7,5,4,90
O=C(NCC(=O)N(c1ccccc1)C(C(=O)NC1CCCC1)c1cccnc1)c1cccs1 (stereo not drawn),86,16,-16,-6,-6,4,2,3,88
COC(=O)CCNC(=O)c1ccc2nc(Cc3ccc(OC)c(OC)c3)oc2c1,109,12,11,11,-6,6,-2,3,115
CN(C(=S)NC(=O)c1ccccc1Br)C1CCCCC1,104,-17,3,0,-5,2,7,3,102
O=C(COC(=O)c1ccc(CO)cc1)Nc1ccc(OC(F)F)cc1,81,18,-12,-25,-15,2,-17,2,80
CCCn1c(=O)c2ccccc2n2c(SCCNCCO)nnc12,102,12,8,15,-7,1,-4,0,108
Cc1cc(NC(=O)c2ccco2)c(=O)n(Cc2c(F)cccc2Cl)c1,104,14,7,12,-6,0,-2,-2,107
CC(C)C(=O)Nc1cc(=O)[nH]c2ncnn12,112,-7,2,-7,-10,0,2,-3,109
CCOC(=O)C1=C(COCCN)NC(C)=C(C(=O)OC)C1c1ccccc1Cl (stereo not drawn),107,.,6,.,.,0&3&8,.,6&1&0,140
O=C(Nc1ccc([N+](=O)[O-])cc1Br)c1cc2ccccc2nc1Cl,102,-6,-2,.,2,4,3,-6,97
COc1ccc(NC(=O)c2oc3ccccc3c2C)c(OC)c1,95,7,-6,-16,0,0,-4,9,95
Nc1[nH]n2c(=O)c3c(nc2c1N=Nc1ccccc1)CCCC3,96,-64,-3,-4,-5,7,18,3,91
Cc1cnc(NC(=O)C2CC(=O)N(c3cccc(Cl)c3)C2)s1 (stereo not drawn),99,5,-1,7,-67,-3,1,1,92
C=CCNC(=O)c1onc(CSc2ccccc2F)c1C(=O)O,105,-10,4,16,0,-1,4,3,111
Cn1cccc1CC(=O)N/N=C\c1cccs1,.,-5,.,17,-1,4,8,5,.
CCc1nnc(NC(=O)CSc2nccn2-c2ccccc2)s1,97,8,0,27,8,1,-2,2,100
Cc1ccc(NC(=O)COC(=O)c2cccnc2Cl)cc1S(=O)(=O)N1CCCCC1,102,-4,-2,18,7,0,5,-6,97
Cc1ccccc1C(=O)NC(=S)Nc1sc2c(c1C#N)CCCC2,104,0,6,34,4,-2,3,0,101
Cc1ccccc1NC(=O)CCN1CCN(CCO)CC1,106,-7,1,7,-22,5,2,3,105
COc1ccc(N(C)S(=O)(=O)c2cccc(C(=O)Nc3nc4ccccc4[nH]3)c2)cc1,102,-2,-2,12,-189,4,8,-1,102
CN(NC(=O)c1ccccc1F)c1ncccc1[N+](=O)[O-],93,17,-16,.,-4,1,-1,2,98
Cc1ccc2c(c1)c1c(n2CC(O)Cn2ccnc2C)C(=O)CCC1 (stereo not drawn),95,-8,-1,-52,-12,2,-3,2,101
COc1ccc(C(C2C(=O)CC(C)(C)CC2=O)C2C(=O)CC(C)(C)CC2=O)cc1CO,99,2,-1,29,-4,3,6,.,102
Cc1nc(Cl)c(C(=O)NCCc2ccccc2)c(C)c1[N+](=O)[O-],104,-4,2,14,-5,5,-6,2,106
CCOC(=O)C1CCN(Cc2nc(-c3ccc(OC)c(OC)c3)no2)CC1,102,16,2,10,-1,1,-2,6,106
Cc1ccc2[nH]c3c(=O)n(CC(=O)NCCc4ccc(Cl)cc4)ncc3c2c1,102,42,4,17,-8,-5,-1,-5,102
O=C(CNS(=O)(=O)c1c(Cl)cccc1Cl)OCC(=O)N1CCN(c2ccccc2)CC1,101,12,-2,14,-9,5,2,0,104
COc1ccc(CC2(CO)CCN(S(=O)(=O)c3cccc4cccnc34)CC2)cc1,104,0,7,27,-24,2,-4,3,99
CCC(=O)Oc1ccc2c(C)c(Cl)c(=O)oc2c1,102,18,2,-2,12,4,7,-1,105
Cc1nc(SCC(=O)NC2CCCC2)[nH]c(=O)c1Cc1ccccc1,95,21,0,-1,-4,5,13,-2,99
O=C(CCN1CCN(c2ccccc2)CC1)N/N=C/c1ccccc1O,105,12,-1,-10,-28,6,-3,-1,98
CC(=O)c1cc(C(=O)NC2CCCc3c2cnn3-c2cc(C)cc(C)c2)[nH]n1 (stereo not drawn),97,4,-6,4,-17,-1,1,-1,94
Cc1cc2oc(=O)cc(CN(C)Cc3ccccc3F)c2cc1Cl,109,-11,1,4,-13,-4,2,4,105
CCCOc1ccc(-c2cnc(SCC(N)=O)nc2N)cc1,107,18,8,17,-12,-3,-10,5,106
Cc1cccc(C)c1NC(=O)[C@@]1(CC(=O)O)CC(/C=C/c2ccccc2)=NO1,100,9,3,10,-8,-2,-11,.,100
CC1Cc2cc(S(=O)(=O)N3CCN(C)CC3)ccc2N1C(=O)C1CC1 (stereo not drawn),101,.,-1,18,-6,7,-2,-1,99
Cc1ccc(-c2cnn(-c3ccccc3)c2N)cc1,103,6,5,12,-11,1,-1,-2,105
CC1Cn2c(nnc2-c2ccccc2O)S1 (stereo not drawn),101,1,2,-17,-9,-1,2,4,101
O=C(COC(=O)c1ccc(S(=O)(=O)N2CCCC2)cc1)NCc1ccco1,90,1,-14,21,-2,-5,-1,1,92
O=C(Cc1ccc(S(=O)(=O)N2CCCC2)s1)N1CCOCC1,98,-24,1,1,-10,1,-2,-1,103
COc1ccc(N(C(=O)CCl)C(C)(C(=O)Nc2c(C)cccc2C)c2ccccn2)cc1 (stereo not drawn),95,-2,-3,8,-4,4,7,-3,92
Cc1c(C(=O)N2CCCCCC2)c(S(=O)(=O)Nc2cccc(F)c2)c(C)n1C,101,9,-1,17,-2,7,-13,2,100
O=C(CNC(=O)c1ccc2c(c1)OCO2)N/N=C(Br)/C=C/c1ccccc1,93,-28,-8,-12,-10,-8,7,5,90
N#Cc1c(-c2cccc(F)c2)cc(-c2ccccc2)nc1Br,112,-50,4,9,-7,5,3,-2,112
CCCCN(CC)C(=O)c1cc2cc3ccc(Cl)cc3nc2o1,103,15,1,-1,-17,-2,-5,-5,101
